Screening data from PubChem BioAssay.
MITF primary: MITF inhibitors, primary screen, biochemical, AlphaScreen, human; inhibition, % at 2.6 µM; Microphthalmia-associated transcription factor (Homo sapiens), O75030; AlphaScreen MITF homodimerization, bead proximity signal; 0.91% of 650,000 active; in the data active = inhibition above about 50%;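 also: 0% = vehicle wells with protein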
GPR151 activ: activators of human GPR151, primary screen, cell-based, PathHunter beta-arrestin, luminescence; G-protein coupled receptor 151 (Homo sapiens), Q8TDV0; PathHunter beta-arrestin GPR151 cells; activation, % at 11.2 µM; 1% of 650,000 active; in the data active = activation above about 4.9%;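 also: 0% = median of compound wells and 100% = cells with positive control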
Target sequence (Q8TDV0 whole entry, looked up): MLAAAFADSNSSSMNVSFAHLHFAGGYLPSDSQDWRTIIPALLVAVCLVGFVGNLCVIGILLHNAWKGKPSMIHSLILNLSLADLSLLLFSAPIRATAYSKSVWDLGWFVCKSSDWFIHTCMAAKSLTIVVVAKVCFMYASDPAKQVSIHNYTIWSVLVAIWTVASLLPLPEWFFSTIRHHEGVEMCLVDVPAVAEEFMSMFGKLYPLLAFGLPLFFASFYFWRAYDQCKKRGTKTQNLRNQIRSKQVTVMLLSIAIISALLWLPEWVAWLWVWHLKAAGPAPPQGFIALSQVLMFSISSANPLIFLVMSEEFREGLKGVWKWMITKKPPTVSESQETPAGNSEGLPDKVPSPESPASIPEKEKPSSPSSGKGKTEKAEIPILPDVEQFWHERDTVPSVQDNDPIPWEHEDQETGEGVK
TEAD-YAP block: TEAD-YAP interaction inhibition, primary screen, TEAD-YAP interaction inhibitor project, luminescence, HEK-TIYL cells. inhibition, % at 9.12 µM. TEAD-Gal4/YAP UAS-luciferase luminescence. 1.4% of 640,000 active; in the data active = inhibition above about 32%;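 also: 0% = median of test compound wells and 100% = reference inhibitor wells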
FBW7 activator: FBW7 E3 ligase activators, primary screen, biochemical, AlphaScreen, human; AlphaScreen FBW7–phospho-cyclin E peptide binding, activator screen; normalized activity (activation), % at 26.1 µM; 0.13% of 650,000 active; AID 1259310, 2017; in the data active = normalized activity above about 1.9%;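 also: purified mutant Fbw7 with reduced substrate affinity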
Target sequence (Q969H0 whole entry, looked up): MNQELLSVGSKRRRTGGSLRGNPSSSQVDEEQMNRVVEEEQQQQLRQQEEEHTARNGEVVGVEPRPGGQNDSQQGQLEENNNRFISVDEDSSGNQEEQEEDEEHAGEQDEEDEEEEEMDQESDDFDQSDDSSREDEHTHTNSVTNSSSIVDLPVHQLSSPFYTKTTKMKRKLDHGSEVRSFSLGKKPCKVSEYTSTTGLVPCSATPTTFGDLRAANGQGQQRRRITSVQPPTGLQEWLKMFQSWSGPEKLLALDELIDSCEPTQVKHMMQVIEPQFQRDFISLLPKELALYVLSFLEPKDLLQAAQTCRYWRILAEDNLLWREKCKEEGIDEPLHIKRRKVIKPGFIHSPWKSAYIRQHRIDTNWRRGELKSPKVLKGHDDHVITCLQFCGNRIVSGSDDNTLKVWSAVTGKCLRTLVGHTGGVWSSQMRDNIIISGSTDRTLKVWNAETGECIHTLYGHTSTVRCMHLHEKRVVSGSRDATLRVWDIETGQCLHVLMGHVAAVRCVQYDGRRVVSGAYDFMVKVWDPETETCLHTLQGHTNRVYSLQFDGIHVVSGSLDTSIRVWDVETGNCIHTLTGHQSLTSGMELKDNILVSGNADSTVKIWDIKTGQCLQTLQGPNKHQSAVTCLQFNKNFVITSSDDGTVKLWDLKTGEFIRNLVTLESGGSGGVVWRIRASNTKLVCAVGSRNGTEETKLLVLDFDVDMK
* hit, by the source's call; x = not tested or not shown.

structure	GPR151 activ	MITF primary	FBW7 activator	TEAD-YAP block
CCNc1nc(NCCN2CCOCC2)c2ncn(-c3ccccc3)c2n1	-0.9	4	0.0	6
O=C1Nc2ccccc2N(O)N1c1cccc(F)c1	-0.3	4	0.2	5
O=C(c1cc(C(=O)N2CCc3ccccc3C2)cc([N+](=O)[O-])c1)N1CCc2ccccc2C1	-0.8	23	0.0	7
COCCNC(=O)COc1ccc(C(C)(C)C)cc1Br	-1.4	8	-0.1	-21
COc1cc(CNCCc2c[nH]c3ccccc23)cc(Cl)c1OCC(N)=O	-0.6	8	0.5	11
CCOc1ccc(NC(=O)C2c3ccccc3C(=O)N(C3CCCCC3)C2c2ccc(OC)cc2)cc1 (configuration not stated)	0.0	6	0.3	1
COCC(C)NS(=O)(=O)c1ccc(NC(C)=O)cc1 (configuration not stated)	0.0	11	0.0	13
Cc1ccc(NC(=O)c2cccc([N+](=O)[O-])c2C)c(Br)c1	0.7	11	0.0	-2

structure	GPR151 activ	MITF primary	FBW7 activator	TEAD-YAP block
COc1ccc(OC2OC(COC(C)=O)C(OC(C)=O)C(OC(C)=O)C2OC(C)=O)cc1 (configuration not stated)	1.8	-5	-0.1	6
CCCOc1ccccc1/C=C1/C(=O)NN(c2ccc(Br)cc2)C1=O	0.5	4	0.8	-4
NC(=O)c1c(NC(=O)CSc2ccc(F)cc2)sc2c1CCCC2	0.2	4	0.1	-41
Cc1nn(C)cc1C(C)NC(=O)CCC1(Cc2cccc3ccccc23)CCC(=O)N1 (configuration not stated)	-0.2	4	-0.2	0
CC(C(=O)Nc1c(F)cccc1F)N(c1ccc(Cl)cc1)S(C)(=O)=O (configuration not stated)	0.8	14	0.0	-1
Cc1ccc(-n2c(SCC(N)=O)nnc2-c2ccncc2)c(C)c1	-0.6	-1	0.0	-4
CCOc1ccc2ccccc2c1/C=C1/NC(=O)N(Cc2ccccc2F)C1=O	-0.9	0	-0.1	2
Cc1ccc(F)cc1N1C(=O)C2C3CCC(C3)C2C1=O (configuration not stated)	-0.2	5	0.3	7

structure	GPR151 activ	MITF primary	FBW7 activator	TEAD-YAP block
O=C(c1ccccc1)c1ccc2nc(NCc3ccc4c(c3)OCO4)c3nncn3c2c1	0.6	-3	0.0	16
O=C(NCc1cccnc1)c1cnc(Nc2ccc(N3CCOCC3)cc2)s1	-0.1	0	-0.2	-10
O=C(NC1(C(F)(F)F)NC(=O)N(Cc2cccnc2)C1=O)c1ccccc1Cl (configuration not stated)	1.7	-11	-0.1	-1
CCOC(=O)C1(C(F)(F)F)N=C(c2ccc(F)cc2)OC(N2CCCCC2)=N1 (configuration not stated)	-1.7	11	0.3	3
CCN(CC)c1nc(C)nc2sc(C(=O)N3CCCCC3C)c(C)c12 (configuration not stated)	0.1	-4	0.1	-12
CC(=O)c1ccc(NC2=NS(=O)(=O)c3ccccc32)cc1	3.2	-3	0.1	-22
CC1=NNC(=O)C1CC(=O)N/N=C/c1ccc(C(C)C)cc1 (configuration not stated)	-0.9	6	0.1	0
CN1CCC(N(C)Cc2c(F)cccc2Cl)CC1	3.8	53*	-0.2	7

structure	GPR151 activ	MITF primary	FBW7 activator	TEAD-YAP block
COc1cc(Br)cc(C=Nc2ccccc2C(=O)O)c1O	1.1	4	0.0	6
COCCOC(=O)C1=C(C)NC(=S)NC1c1ccc(SC)cc1 (configuration not stated)	-0.2	6	0.8	-5
O=C(NCC1Cc2c(F)ccc(-c3ccncc3)c2O1)C1(N2CCOCC2)CCCCC1 (configuration not stated)	0.0	6	0.0	-11
Cc1cc([N+](=O)[O-])ccc1N=Cc1ccc(C(=O)O)cc1	1.1	8	0.0	0
O=C(COC(=O)COc1ccc(Nc2ccccc2)cc1)NC(=O)NCc1ccccc1	-1.0	8	0.2	0
CCc1ccc(-n2c(SCC(=O)Nc3ccc(C)cc3)nc3n[nH]c(C)c3c2=N)cc1	1.2	12	0.3	23
COc1ccc(OC)c(C2C=C(c3ccc(C)c(C)c3)Nc3nnnn32)c1 (configuration not stated)	0.7	1	-0.1	6
Clc1ccc2nnc(Cc3ccccc3)n2n1	-1.1	9	0.1	-4

Complete entries, looked up by structure:
`O=C(NCC1Cc2c(F)ccc(-c3ccncc3)c2O1)C1(N2CCOCC2)CCCCC1` (configuration not stated) across the screens: GPR151 activ = 0.0; MITF primary = 6; FBW7 activator = 0.0; TEAD-YAP block = -11
`COCCOC(=O)C1=C(C)NC(=S)NC1c1ccc(SC)cc1` (configuration not stated) across the screens: GPR151 activ = -0.2; MITF primary = 6; FBW7 activator = 0.8; TEAD-YAP block = -5

(cont.)
structure	GPR151 activ	MITF primary	FBW7 activator	TEAD-YAP block
CCN1CCN(C(=O)c2ccc3c(=O)n(C4CCCC4)c(=S)[nH]c3c2)CC1	-1.0	-10	-0.3	1
Cc1nc(NCCNS(=O)(=O)Cc2ccccc2)cc(-n2ccnc2C)n1	-0.8	0	0.4	-1
COC(=O)c1ccc(C2C(C(=O)OC3CCCCC3)=C(C)Nc3ncnn32)cc1 (configuration not stated)	4.2	10	0.1	7
Cc1cccc(NC(=O)CN2C(=O)N/C(=C/c3cc(C)n(-c4cccnc4)c3C)C2=O)c1	-0.7	1	0.9	2
C=COCCNC(=O)C(=O)Nc1cccc(F)c1	0.4	4	-0.1	-48
NC(=O)COC(=O)c1ccc(-c2ccc(C(=O)OCC(N)=O)s2)s1	-1.8	1	0.0	-2
O=C1C2C=NNC2C(=O)N1Cc1ccccc1 (configuration not stated)	-0.3	14	-0.1	3
Cc1cc2cc(CNC(=O)c3ccccc3F)ccc2[nH]1	-0.3	-2	-0.2	-40

structure	GPR151 activ	MITF primary	FBW7 activator	TEAD-YAP block
O=C(Cn1nnc2ccccc21)OCc1csc(-c2ccccc2)n1	-2.3	2	0.0	3
O=C(CN1C(=O)NC(CCc2ccccc2)C1=O)Nc1ccc(N2CCOCC2)cc1 (configuration not stated)	1.0	5	0.1	5
CCN(CC)CCCNC(=O)c1cc2cc(Br)cc(OC)c2oc1=O	3.7	-5	-0.1	4
Cc1nc2ccccc2nc1CSc1n[nH]c(N)n1	1.6	9	0.1	-10
CC(=O)C1=C(O)C(=O)N(C2CCCCC2)C1c1ccc(F)cc1 (configuration not stated)	0.8	7	0.2	2
Cn1c(NNC(=O)c2cccc3ccccc23)cc(=O)n(C)c1=O	-0.3	-8	-0.3	1
CC1CC(=O)CN(C(C)C)C1 (configuration not stated)	-0.6	-2	-0.1	3
COC(=O)c1c(N2C(=O)CC(Sc3ccccc3C(=O)O)C2=O)sc(C)c1C (configuration not stated)	2.6	-9	-0.2	14

structure	GPR151 activ	MITF primary	FBW7 activator	TEAD-YAP block
COC(=O)C1=C(C)NC2=C(C(=O)CCC2)C1c1ccc(N(C)C)cc1 (configuration not stated)	-0.9	4	-0.1	6
COc1cc(/C=C(\C#N)c2nn(CCO)c(N)c2C#N)cc(Br)c1OC	-0.4	2	0.0	-1
O=C1/C(=C/c2ccccc2)SC(=NCc2ccccc2)N1Cc1ccccc1	-0.1	-17	0.1	-13
CC(C)c1ccc(C2C3=C(Nc4c2c(=O)[nH]c(=O)n4C)c2ccccc2C3=O)cc1 (configuration not stated)	0.7	-1	-0.2	-2
CN(C)CC(C)(C)CNCC(=O)Nc1ccc(OC(F)(F)F)cc1	1.1	55*	0.0	11
CCCc1c(C(=O)N[C@H]2C[C@H]3C(=O)N[C@@H](CC(C)C)C(=O)N3C2)cnn1-c1ccccc1	1.2	-4	-0.3	1
CC1(C)CC(=O)C/C(=N/NC(=O)Nc2ccccc2)C1	2.8	5	0.2	-4
CCc1ccc2oc(-c3ccc(NC(=O)c4ccc(OC)c(Br)c4)cc3)nc2c1	-1.2	16	1.3	-12

6 records drawn at random from the list so far:
structure	GPR151 activ	MITF primary	FBW7 activator	TEAD-YAP block
COC(=O)C1=C(C)NC2=C(C(=O)CCC2)C1c1ccc(N(C)C)cc1 (configuration not stated)	-0.9	4	-0.1	6
COc1cc(/C=C(\C#N)c2nn(CCO)c(N)c2C#N)cc(Br)c1OC	-0.4	2	0.0	-1
CC1(C)CC(=O)C/C(=N/NC(=O)Nc2ccccc2)C1	2.8	5	0.2	-4
CCCc1c(C(=O)N[C@H]2C[C@H]3C(=O)N[C@@H](CC(C)C)C(=O)N3C2)cnn1-c1ccccc1	1.2	-4	-0.3	1
O=C1/C(=C/c2ccccc2)SC(=NCc2ccccc2)N1Cc1ccccc1	-0.1	-17	0.1	-13
CC(C)c1ccc(C2C3=C(Nc4c2c(=O)[nH]c(=O)n4C)c2ccccc2C3=O)cc1 (configuration not stated)	0.7	-1	-0.2	-2

The listing continues.
structure	GPR151 activ	MITF primary	FBW7 activator	TEAD-YAP block
CCOc1ccc(N2Cc3ccc(C(=O)NN)cc3C2)cc1	-1.1	24	0.2	-52
COc1ccc(N(CC(=O)Nc2cccc(C)c2C)S(C)(=O)=O)cc1OC	-1.6	19	0.1	-3
COCCNC(=O)C1CC(c2ccc(Cl)cc2)=NO1 (configuration not stated)	-1.2	-9	0.1	-21
CC1CN(CCC(=O)NCCN2CCCC2)Cc2cc(Cl)ccc2O1 (configuration not stated)	0.2	13	0.2	-1
CC(=O)c1c(C)[nH]c(C(=O)OCC(=O)Nc2ccc(Cl)cc2)c1C	1.8	-6	0.1	12
O=C(Nc1ccc2c(c1)C(=O)OC2)c1ccco1	0.6	4	0.5	0
O=C(NC1CCCCO1)c1ccccc1 (configuration not stated)	0.1	3	0.1	-8
Cc1ccc2ccc(S(=O)(=O)NCc3ccco3)cc2c1	-0.2	2	-0.3	-9

structure	GPR151 activ	MITF primary	FBW7 activator	TEAD-YAP block
COc1ccc(-c2noc(CNS(=O)(=O)c3ccccc3)n2)cc1	-0.4	17	0.8	-9
CCS(=O)(=O)N1CCC(n2nnc3ccccc3c2=O)CC1	1.2	1	0.0	-3
CSCCC(NC(=O)c1ccccc1)C(=O)Nc1ccc(NC(C)=O)cc1 (configuration not stated)	0.9	1	0.0	-5
Fc1ccc(-c2nnc3ccc(N4CCCC4)nn23)cc1	0.4	-12	-0.1	4
Cc1cc(C(=O)COn2nnc3ccc(Cl)cc32)c(C)n1-c1ccc2c(c1)OCO2	-0.8	7	0.0	13
CCCCN(CC)C(=O)/C=C/c1ccc2c(c1)OCO2	-0.8	12	0.5	-19
Cc1ccc(NC(=O)Cn2cnc3sc4c(c3c2=O)CCC4)c(C)c1	-0.2	-4	0.0	0
Cc1cccc(Nc2ccc(N3CCN(C(=O)Nc4ccc(F)cc4)CC3)nn2)n1	0.1	28	0.3	18

structure	GPR151 activ	MITF primary	FBW7 activator	TEAD-YAP block
CCCCCCc1cc2c3c(c(=O)oc2cc1OCc1ccccc1F)CCCC3	0.7	11	-0.1	1
COc1ccc(Cl)cc1C(=O)Nc1ccc(NC(=O)c2ccco2)cc1	-0.4	17	0.3	-3
CCc1ccc(NC(=O)Cn2nnc(C(=O)NCc3ccc4c(c3)OCO4)c2N)cc1	1.1	-1	0.0	5
O=C(c1ccccc1Cl)N(Cc1ccc(Br)cc1)N1C(=O)CCC1=O	0.8	6	-0.1	9
COc1ccc(C2=NN(CC(=O)NCCc3ccccc3)C(=O)CC2)cc1	-1.1	5	0.0	10
CCCCOC(=O)C1=C(C)Nc2ncnn2C1c1ccc(SC)cc1 (configuration not stated)	0.8	-2	-0.1	13
CCC1(CCC(=O)NCC(O)COc2cccc(OC)c2)CCC(=O)N1 (configuration not stated)	-0.5	9	0.2	8
O=C(NCCc1ccccc1)[C@H]1C=CCN1C(=O)c1ccccc1F	0.3	4	-0.1	-2

structure	GPR151 activ	MITF primary	FBW7 activator	TEAD-YAP block
Cc1ccc(C)c2sc(N3CCN(C(=O)C4CCCN4S(=O)(=O)c4cccs4)CC3)nc12 (configuration not stated)	1.9	10	0.0	7
CCC(=O)Nc1ccc(S(=O)(=O)Nc2ccc3c(c2)N(C(=O)CC)CCC3)cc1	0.8	-13	-0.1	21
CC(C)(C)c1ccc(OCCCNCc2ccco2)cc1	-1.0	37	0.1	6
COc1ccc(N(CC(O)CN2CCCC2)S(=O)(=O)c2ccccc2)cc1 (configuration not stated)	0.5	-3	0.0	5
COc1ccc(N2C(=N)C(C)(C)NC2=O)cc1	0.2	-2	0.1	-6
COc1ccc(/C(C)=N\NC(=O)c2ccccc2O)c(OC)c1	-3.0	-3	-0.1	85*
COCCNc1cc(C)c2ccc(Cl)cc2n1	-0.7	6	0.0	4
CCCn1c(=O)c2c(nc3n(-c4ccccc4C)c(C)c(C)n23)n(C)c1=O	2.2	-13	0.0	12

structure	GPR151 activ	MITF primary	FBW7 activator	TEAD-YAP block
COc1cc(-c2nc3cnccn3c2NCCc2ccccc2)ccc1O	-0.6	4	0.5	-22
COCC(=O)N(Cc1cc2cc(C)ccc2n2nnnc12)C1CCCCC1	1.4	-3	0.0	-8
O=C(CSc1nccn1-c1cccc(Cl)c1)NC1CCCC1	3.5	11	0.0	8
COc1ccc(C2C(C(=O)Nc3ccccc3)C(C)Nc3ncnn32)cc1OC (configuration not stated)	1.2	-7	0.1	-4
O=C1CCCC(O)=C1C(C1=C(O)CCCC1=O)c1ccc(Cl)cc1Cl	0.7	-9	-0.2	-3
Cc1ccccc1C1C=C(c2ccc(Br)s2)Nc2nnnn21 (configuration not stated)	0.4	2	0.0	4
CCCn1c(=O)c2c(nc3n(-c4ccc(C)cc4)c(C)cn23)n(C)c1=O	-0.7	30	0.0	-5
CC/C=C/C[C@H](O)/C=C/[C@H]1[C@H](O)CC(=O)[C@@H]1C/C=C\CCCC(=O)O	0.5	-3	x	x
COc1ccccc1CN1CCNC(=O)C1CC(=O)N(C)Cc1ccon1 (configuration not stated)	-0.5	0	-0.2	-1
